# Screening results as filed in PubChem BioAssay.
# WRN helicase inh = qHTS for Inhibitors of WRN Helicase; Bifunctional 3'-5' exonuclease/ATP-dependent helicase WRN (Homo sapiens), Q14191; WRN helicase unwinding, fluorescent forked duplex, kinetic; Potency, µM (titrated, usually from 114 µM), without a hit: at the highest dose activity change, negative = inhibition, most hits filed as inhibitors; actives 0.46% (n = 360,000); AID 651768, 2012; further: potency means the concentration at half of the fitted maximal effect; on the % scale 0 is the no-effect control and ±100 the full control effect; nearly all actives have a fitted effect of over 55% in size
# Target sequence (Q14191 whole entry, looked up): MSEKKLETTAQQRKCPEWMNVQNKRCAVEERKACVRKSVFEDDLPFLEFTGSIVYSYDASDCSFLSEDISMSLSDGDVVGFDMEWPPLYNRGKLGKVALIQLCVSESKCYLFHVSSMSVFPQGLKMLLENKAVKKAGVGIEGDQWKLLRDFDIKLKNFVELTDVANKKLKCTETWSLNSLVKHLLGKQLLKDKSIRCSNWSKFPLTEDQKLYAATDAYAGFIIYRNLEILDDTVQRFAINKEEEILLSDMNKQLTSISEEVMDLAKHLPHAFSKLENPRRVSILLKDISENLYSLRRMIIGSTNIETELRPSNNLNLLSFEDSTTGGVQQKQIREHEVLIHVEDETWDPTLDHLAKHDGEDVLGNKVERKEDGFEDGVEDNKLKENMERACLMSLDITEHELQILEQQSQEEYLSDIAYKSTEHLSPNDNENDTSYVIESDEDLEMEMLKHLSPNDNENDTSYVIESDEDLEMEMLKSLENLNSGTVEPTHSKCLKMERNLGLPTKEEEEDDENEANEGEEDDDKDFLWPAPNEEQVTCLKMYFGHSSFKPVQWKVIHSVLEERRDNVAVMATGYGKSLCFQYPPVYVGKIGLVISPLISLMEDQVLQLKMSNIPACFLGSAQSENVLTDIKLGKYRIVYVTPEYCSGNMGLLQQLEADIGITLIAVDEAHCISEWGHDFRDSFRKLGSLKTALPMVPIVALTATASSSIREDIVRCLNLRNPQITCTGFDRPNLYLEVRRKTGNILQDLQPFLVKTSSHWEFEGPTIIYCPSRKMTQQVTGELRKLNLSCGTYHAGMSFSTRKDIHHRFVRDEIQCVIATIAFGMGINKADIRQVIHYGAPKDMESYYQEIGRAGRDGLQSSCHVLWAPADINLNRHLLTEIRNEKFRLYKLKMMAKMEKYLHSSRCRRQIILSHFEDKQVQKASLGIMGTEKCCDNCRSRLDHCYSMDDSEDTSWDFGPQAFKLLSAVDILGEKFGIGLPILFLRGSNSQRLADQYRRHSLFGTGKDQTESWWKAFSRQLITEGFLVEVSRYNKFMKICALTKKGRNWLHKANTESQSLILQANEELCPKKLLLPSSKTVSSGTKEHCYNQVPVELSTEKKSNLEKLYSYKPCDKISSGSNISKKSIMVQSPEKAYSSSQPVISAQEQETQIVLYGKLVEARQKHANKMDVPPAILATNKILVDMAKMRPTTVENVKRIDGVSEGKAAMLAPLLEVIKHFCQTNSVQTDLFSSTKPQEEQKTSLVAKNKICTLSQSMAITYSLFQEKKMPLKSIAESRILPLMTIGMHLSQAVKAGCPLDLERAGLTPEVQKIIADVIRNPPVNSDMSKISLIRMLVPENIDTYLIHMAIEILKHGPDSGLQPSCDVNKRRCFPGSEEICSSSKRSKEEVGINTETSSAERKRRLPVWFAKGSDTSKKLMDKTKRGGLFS
#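 Kinetic fluorescence helicase assay: unwinding of a quenched forked DNA duplex (100 nM final) with 2 mM ATP final raises red fluorescence (525/598 nm). Compounds sat 15 min at room temperature with 20 nM WRN beforehand.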
# PI5P4K alpha inh = qHTS for Inhibitors of phosphatidylinositol 5-phosphate 4-kinase (PI5P4K); PI5P4Kalpha enzyme, ADP-Glo luminescence, 60 min; hits give low values; max response, %; actives 1.2% (n = 330,000); AID 652105, 2013; active means max response of -50% or lower; inconclusive means between -30% and -50%; inactive means -30% or higher; further: value at the top dose of about 77 µM; on the % scale 0 is the no-effect control and ±100 the full control effect
#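 Enzyme plus substrate dispensed, test compounds pinned in, then ATP (5 microM final) added. After 60 min at RT, ADP-Glo reagent 1 for 45 min and reagent 2 for 30 min preceded luminescence imaging.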
# EPAC1 antag = qHTS for Antagonist of cAMP-regulated guanine nucleotide exchange factor 3 (EPAC1): primary screen; Rap guanine nucleotide exchange factor 3 (Homo sapiens), O95398; EPAC1 GEF assay, Rap1b-BODIPY-GDP exchange fluorescence; Potency, µM (top dose mostly 115 µM), for inactives: at the highest dose activity change, negative = inhibition, usual class: inhibitors; actives 0.14% (n = 360,000);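 further: potency means the concentration at half of the fitted maximal effect; plate controls were vehicle for no effect and positive control for full effect; nearly all actives have a fitted effect of over 50% in size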
# EPAC2 antag = qHTS for Antagonist of cAMP-regulated guanine nucleotide exchange factor 2 (EPAC2): primary screen. Potency, µM (highest dose often 114 µM), for the others: top-dose activity, negative = inhibition, most hits filed as inhibitors. actives 0.18% (n = 360,000). Rap guanine nucleotide exchange factor 4 (Homo sapiens), Q8WZA2. EPAC2 GEF exchange of Rap1B-BODIPY-GDP, fluorescence. AID 720708, 2013; further: potency means the concentration at half of the fitted maximal effect; on the % scale 0 is the no-effect control and ±100 the full control effect; nearly all actives have a fitted effect of over 45% in size; many of its hits are not listed in these tables
# CCT chaperon mod = High-Throughput Screening for Modulators of Cytosolic Chaperonin Activity. actives 0.3% (n = 360,000). activity change, % (concentration not given with the values), hits read low. purified chaperonin ATPase assay, HTRF ADP detection, 30 min; in the data active means activity change below about -30%; further: on the % scale 0 is the no-effect control and ±100 the full control effect
#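 First, chaperonin was dispensed at 40 nM or 20 nM final depending on batch activity. Next, compounds were pinned at 76 uM and ATP added at 10 uM. After 30 min at 37 °C, ADP detection reagents ran 30 min at ambient temperature.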
# EPAC1 ag = qHTS for Agonist of cAMP-regulated guanine nucleotide exchange factor 3 (EPAC1): primary screen. EPAC1 agonist qHTS, biochemical assay; response scale: 100% = response to 6.5 mM cAMP. Potency, µM (top dose mostly 154 µM), without a hit: at the highest dose activation, most hits filed as activators. actives 0.073% (n = 360,000). AID 720707, 2013; further: potency means the concentration at half of the fitted maximal effect; nearly all actives have a fitted effect of over 60% in size
#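 Nucleotide exchange assay: 100 nM EPAC1 with 250 nM Rap1B loaded with BODIPY-GDP and 50 uM GDP, room temperature. Fluorescence (480/540 nm) read every 5 min for 30 min; signal change normalized to 6.5 mM cAMP as full agonist.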
# PLK1 PBD block = qHTS for Inhibitors of PLK1-PDB (polo-like kinase 1 - polo-box domain): Primary Screen | actives 2.8% (n = 360,000) | Plk1 PBD binding of FITC phosphopeptide, fluorescence polarization | Potency, µM, for the others: max response, negative = inhibition, most hits filed as inhibitors | Serine/threonine-protein kinase PLK1 (Homo sapiens), P53350; further: potency means the concentration at half of the fitted maximal effect; series mostly up to about 57 µM; on the % scale 0 is the no-effect control and ±100 the full control effect; nearly all actives have a fitted effect of over 65% in size
# Mm-Cpn inhibitor = Inhibitors of TCP-1 ring complex (TRiC) of Methanococcus maripaludis (MmCpn): qHTS. purified Mm-Cpn ATPase, ADP Transcreener TR-FRET. Potency, µM (top dose mostly 76.9 µM), for the others: at the highest dose activity, negative = inhibition, actives largely listed as inhibitors. actives 0.031% (n = 330,000). AID 504842, 2011; further: potency means the concentration at half of the fitted maximal effect; on the % scale 0 is the no-effect control and ±100 the full control effect; nearly all actives have a fitted effect of over 80% in size
#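 Purified archaeal Mm-CPN (25nM final) preincubated 10 min at 37degC with compound, then 10uM ATP for 30 min at 37degC; ADP measured by HTRF Transcreener TR-FRET; buffer 30 mM TRIS pH 7.4, 100mM KCl, 5mM MgCl2, 1mM DTT.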
# An asterisk follows results filed as active; ? = inconclusive; · = not tested or not shown; [ ] = another dose, or the depositor's remark. Unless noted, the call rests on the fitted dose curve; in most records, active means well fitted curve in the direction sought with a large enough effect; inconclusive means small, poorly fitted or top-dose-only effect, or another doubt; inactive means no such curve, though single readings can be large; an effect the other way counts as inactive or inconclusive. Some of the compounds tested; rates above refer to the full screens.
SMILES,WRN helicase inh,PI5P4K alpha inh,EPAC1 antag,EPAC2 antag,CCT chaperon mod,EPAC1 ag,PLK1 PBD block,Mm-Cpn inhibitor
COc1ccc(C(=O)NCCS(=O)(=O)N2CCCC2)cc1,-11%,7,-1%,-4%,-0.6,1%,0%,3%
CCN1C(=O)/C(=C\N(C(C)=O)c2ccccc2)OC1=S,-12%,·,-1%,0%,-1.0,2%,-19%,0%
COc1ccc(S(=O)(=O)ON=C2CC(C)(C)N(C(C)=O)C(C)(C)C2)cc1,-5%,8,-25%,4%,-1.7,8%,-4%,1%
O=C(CSc1nnc(Cc2ccc(Cl)cc2)o1)Nc1ccccc1,-2%,0,-19%,1%,1.1,2%,-28%,0%
Cc1ccc(N2CC(NS(=O)(=O)c3cccs3)CC2=O)cc1 (centres undefined),0%,5,-13%,6%,-2.6,-2%,2%,2%
Cc1cc(C)nc(NS(=O)(=O)c2ccc(NC(=S)NC(=O)C(C)C)cc2)n1,7%,0,-13%,-1%,2.2,7%,-23%,2%
O=C(Cn1cnc2c(nnn2Cc2ccccc2)c1=O)NCc1ccco1,-2%,0,6%,-8%,0.8,-5%,-3%,0%
O=C(NNC(=O)c1ccccc1O)c1ccc(-c2ccc([N+](=O)[O-])cc2)o1,-18%,?,?,-4%,-5.3,11%,-6%,-1%
CC(=O)N1CCc2cc(S(=O)(=O)CCC(=O)N3CCN(c4ccccc4F)CC3)ccc21,-2%,12,17%,10%,2.3,-5%,-20%,-1%
NC(=S)Cc1ccccc1Cl,12%,-3,7%,1%,1.4,0%,-3%,1%
CC(CCc1ccccc1)NC(=O)c1cncc(Br)c1 (centres undefined),5%,0,-1%,1%,-4.2,-16%,-3%,1%
Cc1cc(F)ccc1S(=O)(=O)N1CCCOC1CNC(=O)C(=O)NCc1cccnc1 (centres undefined),-27%,10,-8%,-2%,-3.0,1%,-6%,1%
Cc1ccc(C(=O)Nc2cc3c(cc2Cl)OCCCO3)cc1,3%,7,4%,-7%[57.1 µM],0.2,4%,-3%,1%
Cc1ccc(C)c(OCC(=O)NCC(C)(C)N2CCOCC2)c1,-2%,3,13%,5%,-4.5,4%,-2%,0%
COc1ccc(OC)c(NC2c3ccccc3C(=O)N2c2cccnc2)c1 (centres undefined),3%,-1,?,-7%,0.5,-2%,-1%,0%
Cc1ccsc1C(=O)N1CCCC(CCC(=O)NCc2ccccc2F)C1 (centres undefined),-4%,-7,-2%,-2%,-2.0,-8%,-13%,2%
CCC(=O)c1cc2c(cc1NC(=O)c1cccs1)OCCO2,-8%,·,1%,8%,-0.6,11%,-5%,-4%
COc1ccc(/C=N/OCC(=O)N2CC3(C)CC2CC(C)(C)C3)cc1OC (centres undefined),-1%,·,13%,4%,-3.8,-1%,-1%,0%
CC(C)(C)N(Cc1ccccc1)C(=O)COC(=O)Cn1[nH]c(=O)c2ccccc2c1=O,-2%,6,-6%,-14%,-0.4,5%,-8%,·
NS(=O)(=O)c1ccc(CCNC(=O)CSc2nc3c(sc(=S)n3-c3ccccc3)c(=O)[nH]2)cc1,20%,-13,1%,6%,3.0,-12%,0%,·

# Profiles from above. Order of values: WRN helicase inh, PI5P4K alpha inh, EPAC1 antag, EPAC2 antag, CCT chaperon mod, EPAC1 ag, PLK1 PBD block, Mm-Cpn inhibitor
# `COc1ccc(OC)c(NC2c3ccccc3C(=O)N2c2cccnc2)c1` (centres undefined) in the list: 3%, -1, ?, -7%, 0.5, -2%, -1%, 0%
# `O=C(Cn1cnc2c(nnn2Cc2ccccc2)c1=O)NCc1ccco1` in the list: -2%, 0, 6%, -8%, 0.8, -5%, -3%, 0%
# `NC(=S)Cc1ccccc1Cl` in the list: 12%, -3, 7%, 1%, 1.4, 0%, -3%, 1%
# `Cc1ccc(C(=O)Nc2cc3c(cc2Cl)OCCCO3)cc1` in the list: 3%, 7, 4%, -7%[57.1 µM], 0.2, 4%, -3%, 1%

# (continued)
SMILES,WRN helicase inh,PI5P4K alpha inh,EPAC1 antag,EPAC2 antag,CCT chaperon mod,EPAC1 ag,PLK1 PBD block,Mm-Cpn inhibitor
Cc1ccc(S(=O)(=O)Nc2cc(C(=O)NCCN(C)C)ccc2N2CCCCC2)cc1,-5%,3,1%,-5%,-0.3,-3%,-1%,1%
O=C(CS(=O)(=O)Cc1ccccc1)Nc1ccc(S(=O)(=O)N2CCCCCC2)cc1,-3%,2,-11%,-10%,-2.1,0%,-6%,2%
O=C(CC(c1ccccc1)c1ccccc1)Nc1ncn[nH]1,-1%,0,-4%,-3%,-1.0,4%,-4%,2%
O=C(OCc1csc(-c2ccccc2)n1)c1ccc(O)cc1,-7%,-5,-12%,-8%,1.8,12%,-1%,-3%
COC(=O)CNC(=O)C1CCN(c2nc(C)cc(C)n2)CC1,5%,·,3%,10%,-2.3,-4%,-3%,1%
COc1cccc2c(=O)c3c([nH]c12)OC(C)(C)C3,4%,0,12%,-8%,1.1,-4%,5%,·
CCc1ccc(NC(=S)N(Cc2cccc(Br)c2)CC2CCC(C(=O)O)CC2)cc1 (centres undefined),1%,2,5%,-24%,1.8,-8%,?,-1%
Cc1nn(CC(=O)NCCCN2CCCCC2)c(=O)c2cccn12,2%,0,-2%,-4%,0.7,3%,-1%,-4%
CC1(C)CC(=O)C=C(Nc2ccccc2C#N)C1,1%,2,7%,?,1.2,14%,0%,-1%
O=C(CSc1ncccn1)Nc1ccc2c(c1)OCO2,3%,-14,19%,18%,-3.2,3%,1%,0%
CC(C)(C)C(=O)Nc1ccc(C(=O)COC(=O)C2=COCCO2)cc1,0%,-2,11%,-2%,-1.1,11%,-7%,-1%
O=S(=O)(c1ccccc1)n1ccc(-c2cnc(-c3ccccc3)s2)n1,-11%,·,7%,-5%,0.3,13%,-3%,1%
O=C1c2ccccc2C(=O)N1CCOc1ccccc1Br,3%,0,-7%,-14%,-5.2,-11%,0%,-4%
Cc1sc2ncnc(SCC(=O)NC3CC3)c2c1C,12%,·,-3%,10%,-2.4,4%,-13%,-1%
N#CCCN(C(=O)COc1ccc(F)cc1Br)c1ccccc1F,1%[57.1 µM],-3,-16%,-14%,1.4,11%,-8%,-2%
CC(C)=CCC/C(C)=C/CC/C(C)=C/CC/C(C)=C/CC1=C(C)C(=O)c2ccccc2C1=O,-8%,-28,?,-20%,2.0,-18%,-12%,-1%
CCc1nnc(NC(=O)c2ccc(NS(=O)(=O)c3ccccc3)cc2)s1,-5%,·,-5%,0%,-2.8,-2%,-1%,0%
COc1ccc(-c2nnn(CC(=O)OC3CCCCC3)n2)cc1OC,2%,1,8%,-5%,-1.6,21%,1%,-2%
O=C(N/N=C\c1cccs1)c1sccc1-n1cccc1,-4%,2,2%,-8%,-0.5,-1%,-10%,1%
CC(=O)N1CCN(c2ccc(NC(=O)COc3ccc(Cl)cc3Cl)cc2)CC1,-13%,·,-15%,-5%,-2.4,-2%,-13%,3%

# Ordered by SMILES length (rising): 3 of the compounds above
SMILES,WRN helicase inh,PI5P4K alpha inh,EPAC1 antag,EPAC2 antag,CCT chaperon mod,EPAC1 ag,PLK1 PBD block,Mm-Cpn inhibitor
NC(=S)Cc1ccccc1Cl,12%,-3,7%,1%,1.4,0%,-3%,1%
O=C(N/N=C\c1cccs1)c1sccc1-n1cccc1,-4%,2,2%,-8%,-0.5,-1%,-10%,1%
CC(C)=CCC/C(C)=C/CC/C(C)=C/CC/C(C)=C/CC1=C(C)C(=O)c2ccccc2C1=O,-8%,-28,?,-20%,2.0,-18%,-12%,-1%

# (next part)
SMILES,WRN helicase inh,PI5P4K alpha inh,EPAC1 antag,EPAC2 antag,CCT chaperon mod,EPAC1 ag,PLK1 PBD block,Mm-Cpn inhibitor
Cc1cccc(NC(=O)c2cc3ccccc3nc2C)c1,-1%[57.1 µM],3,-12%,3%,1.4,-2%,15%,1%
O=C(CCCCCNC(=O)N1CCn2c1nc1ccccc12)N[C@@H](Cc1ccccc1)C(=O)O,-5%,1,4%,13%,-2.9,-10%,4%,1%
CCc1ccc2nc(NC(=O)CCCc3cccs3)sc2c1,-30%,1,-10%,-1%,-1.2,8%,-13%,0%
CC(=O)Nc1ccc(S(=O)(=O)O)c(OC(C)=O)c1,-4%,-3,10%,-3%,0.2,9%,-2%,·
Cc1cccn2cc(CSc3ccccc3N)nc12,9%,·,6%,4%,-2.2,-4%,?,-27%
O=C(COC(=O)Cc1ccc(S(=O)(=O)N2CCOCC2)s1)Nc1ccccc1,-2%,0,-5%,8%,0.3,-14%,-1%,1%
COc1cc(C(=O)NCC(=O)Nc2ccc(F)c(F)c2)ccc1OCC(=O)N1CCOCC1,-13%,11,-6%,4%,-2.0,-9%,1%,2%
COc1ccc(C(=O)Nc2ccc3c(c2)C(=O)NC3=O)cc1,1%,-3,-6%,-11%,0.2,1%,-8%,1%
C=CCNC(=S)N1CCC(C(=O)c2ccc(Cl)cc2)CC1,-3%,0,-5%,-3%,-4.1,5%,-20%,-2%
CCOC(=O)N1CCN(S(=O)(=O)c2ccc3c(c2)CC(C)N3C(C)=O)CC1 (centres undefined),0%,-6,?,13%,0.2,13%,-9%,2%
O=C(NCc1cccnc1)c1cnc2sccn2c1=O,-1%,-2,3%,5%,0.0,-9%,-2%,-3%
O=[N+]([O-])c1ccc2nc(-c3ccccc3)cc(-c3ccccc3)c2c1,-1%,-17,6%,0%,-0.8,6%,2%,-5%
Cc1cc(C)cc(Oc2cc(NC(=O)c3cn(C)nc3C)cc([N+](=O)[O-])c2)c1,-7%,·,-2%,-4%,-3.5,-4%,1%,1%
CC(C)(C)OC(=O)C(Oc1ccccc1[N+](=O)[O-])C(=O)OC(C)(C)C,-5%,-1,-7%,?,·,-19%,-22%,·
Oc1ccc(C=Nc2ccccc2-c2nc3ccccc3[nH]2)c(O)c1,-1%[11.6 µM],-6,-2%,2%,-0.9,3%,-5%,-6%
